Compound activity deposited in PubChem by Sanford-Burnham Center for Chemical Genomics.
Apaf1 inhib: inhibitors of human Apaf-1 apoptosome, primary screen, biochemical, DEVD-Rh110 fluorescence, uHTS. inhibition, % at 20 µM. Apoptotic protease-activating factor 1 (Homo sapiens), O14727. 0.71% of 330,000 active. reconstituted apoptosome caspase-3 activity; active = inhibition of at least 40% at 20 µM;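 also: plate controls were DMSO wells for no effect and DEVD-CHO caspase inhibitor wells for full effect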
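Material: biochemical Apaf-1 apoptosome reconstitution. Medium: Hepes buffer, pH 7.5. Also added: cytochrome c activation, bis-DEVD rhodamine 110 substrate. Timing: 30 min compound preincubation, 50 min activation, room temperature. Measured by: rhodamine 110 fluorescence at Ex 480/Em 540 nm.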
SENP7 inh: SENP7 protease inhibitors, primary screen, biochemical, luminescence, uHTS | AID 434973, 2010 | 1.5% of 330,000 active | recombinant SENP7, Z-RLRGG-aminoluciferin luminescence, 40 min | inhibition, % at 5 µM;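 active = inhibition above about 50% at the single test dose, limit read from the data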;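 also: plate controls were DMSO with enzyme for no effect and no enzyme buffer wells for full effect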
SENP1 FRET inh: human SENP1 catalytic domain inhibitors, primary screen, biochemical, FRET, uHTS. recombinant SENP1 catalytic domain, CyPet-SUMO1-YPet FRET cleavage. inhibition, % at 10 µM. 0.21% of 360,000 active;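 active = inhibition at least 30% at 10 µM, raw YFP signal under a set limit, fluorescence ratio 0.5 to 1.5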;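 also: 0% = enzyme with DMSO and 100% = no enzyme wells; some results filed as inactive read as strong as hits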
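system = hSENP1 catalytic domain, recombinant | reagent = SFCypet-SUMO1-SFYpet substrate at 25 nM | doses = one dose per compound, 10 µM, 0.5% DMSO | incubation = enzyme reaction for 50 min at room temperature, dark | measured by = FRET, CFP and YFP emission | controls = no-enzyme low, enzyme-DMSO high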
SENP8 block-1: SENP8 protease inhibitors, primary screen, biochemical, luminescence; AID 2540, 2010; purified SENP8, Z-RLRGG-aminoluciferin cleavage; inhibition, % at 10 µM; Sentrin-specific protease 8 (Homo sapiens), Q96LD8; 1.2% of 330,000 active; in the data active = inhibition above about 50%
NLRP3 yeast inh: NALP3 inflammasome inhibitors in reconstituted yeast, primary screen, luminescence, uHTS. Yeast reconstituted NLRP3/ASC/caspase-1, beta-gal luminescence, 24 h. inhibition, % at 10 µM. 0.39% of 330,000 active. AID 2825, 2010;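 active = inhibition of 50% or more; inactive = inhibition below 50%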;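 also: plate controls were induced DMSO wells for no effect and uninduced yeast grown without galactose for full effect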
SENP6 inh: SENP6 protease inhibitors, primary screen, biochemical, luminescence, uHTS | inhibition, % at 10 µM | 1.8% of 330,000 active | Sentrin-specific protease 6 (Homo sapiens), Q9GZR1 | Recombinant SENP6 catalytic domain, aminoluciferin luminescence | AID 2599, 2010;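 active = inhibition above about 50% at the single tested dose, limit read from the data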;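 also: plate controls were DMSO wells with enzyme for no effect and DMSO wells lacking enzyme for full effect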
PfGluPho inh: PfG6PD enzyme inhibitors, primary screen, biochemical, fluorescence intensity, uHTS; PfGluPho enzyme, NADPH resazurin-diaphorase fluorescence; glucose-6-phosphate dehydrogenase-6-phosphogluconolactonase (Plasmodium falciparum 3D7); 0.78% of 350,000 active; inhibition, % at 20 µM;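 active = inhibition reaching at least a set limit at 20 µM in the primary screen, cut at about 59% in these data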;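 also: 0% = DMSO wells with substrate and 100% = DMSO wells lacking glucose-6-phosphate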
SENP8 block-2: human SENP8 protease inhibitors, primary screen, biochemical, fluorescence, Nedd8 protein substrate, uHTS; inhibition, % at 20 µM; 0.64% of 360,000 active; Sentrin-specific protease 8 (Homo sapiens), Q96LD8; recombinant SENP8; AID 602440, 2012; in the data active = inhibition mostly above about 40%, no sharp cut-off; inactive = mostly below about 27%
HKDC1 inh: HKDC1 hexokinase inhibitors, primary screen, biochemical, fluorescence, uHTS; inhibition, % at 20 µM; 0.16% of 340,000 active; AID 493160, 2011; Q2TB90; recombinant HKDC1, G6PDH/diaphorase resazurin coupled fluorescence;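 active = inhibition above about 35% when tested at 20 µM, limit read from the data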;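 also: plate controls were DMSO wells with enzyme for no effect and DMSO wells lacking enzyme for full effect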
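Assay system: in-house recombinant HK5 (HKDC1) enzyme. Input: HKDC1 at 5 µg/mL. Medium: Tris pH 8.0 buffer with MgCl2, Tween-20, BSA, BME. Dosing: single 20 µM dose. Schedule: 90 min reaction incubation at room temperature, dark. Signal: resazurin-to-resorufin fluorescence via G6PDH and diaphorase coupling, 525/613 nm. Controls: DMSO-enzyme wells negative, buffer-substituted wells positive.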
Active calls of the source: *; . = not tested or not shown.

SMILES	Apaf1 inhib	SENP7 inh	SENP1 FRET inh	SENP8 block-1	NLRP3 yeast inh	SENP6 inh	PfGluPho inh	SENP8 block-2	HKDC1 inh
CC(C)c1ccc2oc3nc(N)c(C(=O)O)cc3c(=O)c2c1	1	101*	.	96*	18	97*	.	.	.
COc1ccc(CCNC(=O)C2CCN(C(=O)c3ccc([N+](=O)[O-])cc3)CC2)cc1	-1	0	-1	-4	6	8	0	19	-5
CCCCn1c(N)c(N(CCOC)C(=O)c2cccc(OCc3ccccc3)c2)c(=O)[nH]c1=O	1	-11	-28	5	17	-10	-2	-34	-1
O=C(O)/C=C/C(=O)N1N=C(c2ccco2)CC1c1ccco1 (stereo unspecified)	-2	-4	-6	-10	16	6	5	8	-2
CCOc1ncccc1C(=O)OCc1csc(CC(=O)Nc2ccccc2C)n1	3	5	-5	-12	22	-16	1	-1	1
CNC(=O)c1c(I)c(C(=O)NCC(=O)Nc2c(I)c(C(=O)O)c(I)c(C(=O)NCCO)c2I)c(I)c(N(C)C(C)=O)c1I	2	-5	-1	1	4	-5	-8	11	-7
O=C(Nc1cccc([N+](=O)[O-])c1)NN1CCCCCC1	.	.	0	.	.	.	34	8	-8
Cc1ccc(C(=O)NNC(=O)C2CCN(Cc3ccccc3)CC2)cc1	-5	0	2	8	1	-15	3	10	4
Cc1cc(Br)cn2cc(C(=O)O)nc12	-2	-2	4	5	12	-12	-13	12	-2
Cc1ncc(CN2CCN(Cc3ccc(F)cc3)C(CCO)C2)s1 (stereo unspecified)	-6	-1	5	-4	31	-8	-3	2	-12
O=C(CSCc1cccc(Br)c1)NC1CC1	3	-3	2	-14	15	-9	18	21	-11
O=C(CSc1nnc(SCc2ccccc2)s1)N/N=C/C=C\c1ccco1	29	-1	-9	6	9	7	42	1	1
CC(C)Nc1nnc(SC(C)C(=O)NCc2ccc3c(c2)OCO3)s1 (stereo unspecified)	8	10	2	3	12	0	22	5	-11
C[C@H](CO)N1C[C@H](C)[C@@H](CN(C)S(=O)(=O)c2ccccc2)Oc2ccc(NC(=O)Nc3ccc(C(F)(F)F)cc3)cc2C1=O	11	5	2	1	3	-14	36	7	-1
CCCNC(=O)C12CCC(C)(C(=O)C1Br)C2(C)C (stereo unspecified)	-4	-1	-2	-2	25	-12	-19	7	13
Cc1ccccc1OCC(=O)Nc1sc(C(=O)Nc2cccc(C)c2C)c(C)c1C#N	-16	5	-14	-8	2	-12	-20	-12	-7
Cc1cccc(OCC(=O)O/N=C(\N)c2ccc(Cl)cc2)c1	0	12	2	-8	24	10	9	2	-3
CCc1cc(=O)oc2cc(OCC(=O)N3CCC[C@H]3C(=O)O)ccc12	-7	-3	-1	3	13	-6	-9	-160	-6
COc1ccc(CC2(CO)CCN(Cc3cccc(OC)c3OC)CC2)cc1	0	-5	2	-16	-2	-8	-6	13	-4
CN(C)c1nc(NCc2ccccc2)nc(N/N=C/c2ccc(Br)cc2)n1	-2	-2	2	5	7	-5	4	19	-11
CC(=O)c1cccc(NC(=O)CCNC(=O)c2cccc(C)c2)c1	-5	-1	0	-1	6	-18	-6	7	-3
O=C(c1ccc(N2CCCC2=O)cc1)N1CCN(c2cccc(C(F)(F)F)c2)CC1	5	3	2	8	19	0	-5	2	-2
Oc1ccc(/C=N/Nc2cc(N3CCCC3)nc(N3CCCC3)n2)cc1O	60*	6	-29	8	9	33	16	-127	15
CCc1ccc(NC(=O)Cn2nc(C(F)(F)F)c3c2CCC3)cc1	11	-2	-1	-1	14	-3	-2	9	1
CCOC(=O)N1CCN(CCC(=O)c2ccc(Cl)cc2)CC1	14	8	1	4	13	-1	17	8	5
C#CCOCCOCCOCCNc1nc(N2CCN(C(=O)C([C@@H](C)CC)n3cc(C(N)Cc4ccc(O)cc4)nn3)CC2)nc(N2CCN(C(=O)[C@H](CCC(=O)O)n3cc(C(N)[C@H](C)CC)nn3)CC2)n1 (stereo partly specified)	-6	2	0	-7	10	-15	4	5	-2
CC(C)Cn1c(NCCO)nc2ccccc21	0	6	3	5	-8	1	-7	17	-2
O=C(CSc1nc2ncc(Cl)cc2[nH]1)c1ccc2c(c1)OCO2	-15	1	-1	-4	6	-20	29	15	-4
CC1CCCC(C)N1C(=O)COC(=O)c1ccc(F)c(S(=O)(=O)N2CCOCC2)c1 (stereo unspecified)	2	-5	2	3	10	-16	1	8	-7
O=S(=O)(NCC(c1ccco1)N1CCc2ccccc21)c1ccccc1 (stereo unspecified)	20	11	-1	-2	-32	-3	19	10	-4

Profiles as entered above:
Results for CC1CCCC(C)N1C(=O)COC(=O)c1ccc(F)c(S(=O)(=O)N2CCOCC2)c1 (stereo unspecified) : Apaf1 inhib: 2; SENP7 inh: -5; SENP1 FRET inh: 2; SENP8 block-1: 3; NLRP3 yeast inh: 10; SENP6 inh: -16; PfGluPho inh: 1; SENP8 block-2: 8; HKDC1 inh: -7
Results for CCOC(=O)N1CCN(CCC(=O)c2ccc(Cl)cc2)CC1 : Apaf1 inhib: 14; SENP7 inh: 8; SENP1 FRET inh: 1; SENP8 block-1: 4; NLRP3 yeast inh: 13; SENP6 inh: -1; PfGluPho inh: 17; SENP8 block-2: 8; HKDC1 inh: 5

Going on with the list.
SMILES	Apaf1 inhib	SENP7 inh	SENP1 FRET inh	SENP8 block-1	NLRP3 yeast inh	SENP6 inh	PfGluPho inh	SENP8 block-2	HKDC1 inh
CNC(=O)c1ccc(Nc2nnc(C)c3ccccc23)cc1	-7	5	1	4	13	9	4	-36	-6
O=C(Nc1ccc(C(=O)N2CCN(c3ccc(Cl)cc3)CC2)cc1)C1=CSCCO1	13	-15	-1	-8	15	-3	-13	10	5
O=C(CSc1nnc(CNC(=O)c2ccccc2)o1)Nc1ccc2c(c1)OCO2	-9	-2	1	8	15	-8	1	8	-3
CC(C)Cc1nc2oc3c(NCCCN4CCOCC4)ncnc3c2c2c1CCC2	-11	4	-1	2	0	8	6	-52	27
O=C(NCc1ccccc1)c1cc(-c2ccco2)on1	-1	-8	-1	-12	31	-11	4	9	-6
CC1(C)CC(=O)C([N+](=O)[O-])=C(NCCCC(=O)O)C1	-5	-10	1	-11	1	-13	16	-2	-3
O=c1oc2cc(Br)ccc2n1Cc1ccccc1	7	2	1	-5	3	0	5	11	-5
CCCCSc1nnc(CNC(=O)C23CC4CC(CC(C4)C2)C3)n1Cc1ccccc1	24	-3	-1	-2	0	-14	11	27	-6
O=C(O)Cc1ccc(NC(=O)c2ccc3c(c2)C(=O)N(CC2CCCO2)C3=O)cc1 (stereo unspecified)	-8	-5	-1	1	13	-8	2	11	-9
CSc1ncccc1C(=O)Nc1cccc(S(=O)(=O)N2CCCCC2)c1	9	-1	1	-11	10	-10	1	3	2
Cc1cccc(NC(=O)C2CCCN(c3nc(C)cc(C)n3)C2)c1 (stereo unspecified)	-9	8	2	2	5	1	-2	-12	-8
C=CCOC(=O)C1=C[C@@H](c2cn(C(C)=O)c3ccccc23)C[C@@H](OCc2ccc(CO)cc2)O1	22	-1	-8	3	2	-11	18	-46	5
COc1cc2c(cc1OC)C(Cc1ccc(O)c(Oc3ccc(C[C@H]4c5cc(OC)c(OC)cc5CCN4C)cc3)c1)N(C)CC2 (stereo partly specified)	29	-6	.	-18	12	-7	.	.	.
Nc1ncc(-c2ccccc2)c(-c2ccc(OCc3ccccc3)cc2O)n1	0	5	1	2	-9	9	13	-3	1
CCOCCSc1nnc2nc(C)cc(C)n12	-5	6	2	-1	4	-1	-3	2	-2
O=C(CSc1nc(=O)n2ccccc2n1)NCc1ccccc1	-1	12	-2	-5	3	-5	-11	-58	4
Cc1ccc(-n2nc3c(c2NC(=O)c2ccc4c(c2)OCO4)CS(=O)C3)c(C)c1 (stereo unspecified)	3	-4	2	-4	5	-8	0	10	-4
CCOC(=O)C1CCCN(C(=O)Cc2ccc(Cl)cc2)C1 (stereo unspecified)	7	7	1	2	29	1	-3	17	-6
COc1ccccc1N(C)S(=O)(=O)c1ccc(C(=O)OC(C)C(=O)NCc2ccc3c(c2)OCO3)cc1 (stereo unspecified)	6	-2	-1	0	6	-19	15	15	-9
COc1ccc(S(=O)(=O)NCCSC(C)(C)C)cc1	-24	2	0	-2	4	2	7	14	-5
O=C(CCS(=O)(=O)c1ccccc1)Nc1nc2c(s1)CCCC2	11	2	-1	1	19	-4	13	7	0
O=C(CSC1=NS(=O)(=O)c2cc(Cl)ccc2N1)Nc1ccccc1C(F)(F)F	15	-11	4	15	19	-12	-26	6	-3

Grouped by structure, the compounds so far containing two or more sulfur atoms.
SMILES	Apaf1 inhib	SENP7 inh	SENP1 FRET inh	SENP8 block-1	NLRP3 yeast inh	SENP6 inh	PfGluPho inh	SENP8 block-2	HKDC1 inh
O=C(CSc1nnc(SCc2ccccc2)s1)N/N=C/C=C\c1ccco1	29	-1	-9	6	9	7	42	1	1
CC(C)Nc1nnc(SC(C)C(=O)NCc2ccc3c(c2)OCO3)s1 (stereo unspecified)	8	10	2	3	12	0	22	5	-11
CSc1ncccc1C(=O)Nc1cccc(S(=O)(=O)N2CCCCC2)c1	9	-1	1	-11	10	-10	1	3	2
COc1ccc(S(=O)(=O)NCCSC(C)(C)C)cc1	-24	2	0	-2	4	2	7	14	-5
O=C(CCS(=O)(=O)c1ccccc1)Nc1nc2c(s1)CCCC2	11	2	-1	1	19	-4	13	7	0
O=C(CSC1=NS(=O)(=O)c2cc(Cl)ccc2N1)Nc1ccccc1C(F)(F)F	15	-11	4	15	19	-12	-26	6	-3
